Assay outcomes as filed in PubChem.
T cruzi growth = T. cruzi proliferation inhibition; hit rate 5.9% among 77,000; AID 624255; inhibition, % at 8.34 µM; T. cruzi beta-gal in NIH3T3, GalScreen luminescence, 90 h;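 active = mean inhibition above about 93%, with at least 55% of replicates each passing it, limit read from the data, passing the limit was not always enough; inconclusive = only one of those two conditions holds; inactive = neither condition holds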
KDM4C inh = inhibitors of human demethylase GASC-1 KDM4C; Q9H3R0; GST-KDM4C 2-372, H3K9me3 peptide, LANCE TR-FRET; inhibition, % at 12.5 µM; hit rate 0.15% among 96,000; AID 720574;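 active = mean replicate inhibition above about 25%, with at least 55% of replicates also reaching it, limit read from the data, passing the limit was not always enough; inconclusive = only one of those two conditions met; inactive = neither condition met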
Target sequence (Q9H3R0 2-372 limits assumed): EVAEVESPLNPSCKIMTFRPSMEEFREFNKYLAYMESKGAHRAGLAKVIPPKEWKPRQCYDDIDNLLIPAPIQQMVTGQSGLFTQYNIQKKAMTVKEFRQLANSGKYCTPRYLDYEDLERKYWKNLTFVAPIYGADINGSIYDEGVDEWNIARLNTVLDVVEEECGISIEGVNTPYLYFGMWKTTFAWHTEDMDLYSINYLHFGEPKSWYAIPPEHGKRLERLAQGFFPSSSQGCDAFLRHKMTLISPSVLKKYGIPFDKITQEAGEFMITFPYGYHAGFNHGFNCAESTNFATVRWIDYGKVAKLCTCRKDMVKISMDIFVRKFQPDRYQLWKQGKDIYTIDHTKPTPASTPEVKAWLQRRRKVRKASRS
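Test system – GST-tagged GASC-1 (JMJD2C) catalytic fragment, aa 2-372 · Medium – HEPES buffer, pH 7.5, plus ascorbate · Reagent – H3K9me3 peptide with Fe(II)/2OG · Compound – one test concentration per compound · Timing – 30 min reaction, 60 min detection, RT · Technique – TR-FRET with Eu antibody and ULight streptavidin, EDTA stop · Read-out basis – inhibition from TR-FRET ratio decrease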
C diff HTS = C. difficile growth inhibition; hit rate 0.25% among 86,000; Clostridium difficile clinical isolate growth, OD600, 24 h; stronger effect = lower value; growth activity, negative = inhibition, % at 16 µg/mL (by protocol);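 active = mean growth activity at or below -80% and every replicate also at or below -80%; inconclusive = mean at or below -80% but some replicate above -80%; inactive = mean growth activity above -80%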;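 also: 0% = DMSO wells and -100% = levofloxacin 16 µg/mL wells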
Pf Dd2 inh = blocks growth of Plasmodium falciparum Dd2 parasites; hit rate 2.3% among 94,000; P. falciparum Dd2 growth, SYBR Green, 72 h; stronger effect = lower value; AID 1159554; activity change, % at 10 µM; in the data active = activity change below about -80%; inconclusive = no clear call, values can overlap the other calls
* marks the source's active call; other numbers are inactive results; ? = inconclusive; nt = no result given; & = joins results of further samples.

SMILES	T cruzi growth	KDM4C inh	C diff HTS	Pf Dd2 inh
Cc1noc(C)c1S(=O)(=O)Nc1ccc2c(c1)C(=O)N([C@@H](C)CO)C[C@@H](C)[C@@H](CN(C)S(=O)(=O)c1cccs1)OCCCC[C@H](C)O2	41	0.1	-5	-52
COc1ccc(S(=O)(=O)Nc2ccc3c(c2)C(=O)N([C@H](C)CO)C[C@@H](C)[C@@H](CN(C)CC2CC2)O3)cc1	3	0.3	4	-43
Cc1cc(C(=O)Nc2cccc3c2O[C@H](CN(C)C(=O)Nc2ccc(F)cc2)[C@@H](C)CN([C@H](C)CO)C3=O)n(C)n1	30	2.7	-5	-1
O=C(NC1CCCC1)[C@@H]1[C@@H](CO)[C@@H]2Cn3c(cccc3=O)[C@@H]2N1CC1CCOCC1	nt	22	-2	26
Cc1ccc(-c2ccc([C@@H]3[C@@H](CO)N4CCCCN(C(=O)Nc5cccc(F)c5)C[C@@H]34)cc2)cc1	105*	-3.4	65	-20
C[C@H]1CN([C@@H](C)CO)C(=O)c2ccccc2-c2ccccc2CO[C@@H]1CN(C)S(=O)(=O)c1ccc([N+](=O)[O-])cc1	nt	-2.6	1	-42
CO[C@H]1CN(C)C(=O)c2ccc(NS(=O)(=O)CC(F)(F)F)cc2OC[C@@H](C)N(C(=O)c2ccc3c(c2)OCO3)C[C@@H]1C	-11	1.1	-1	3
O=C1CN(S(=O)(=O)Cc2ccccc2)C[C@@H]2[C@@H](c3ccc(C#Cc4cccc(F)c4)cc3)[C@H](CO)N12	nt	-2.4	-3	-70
C[C@H](O)C#Cc1cnc2c(c1)C(=O)N([C@@H](C)CO)C[C@H](C)[C@H](CN(C)C(=O)Cc1ccncc1)O2	nt	0.7	-2	37
O=C(C1CC1)N1CC[C@@H]2[C@H](CO)Nc3ccc(C#Cc4ccccc4F)cc3[C@@H]21	87	-0.5	-4	-18
COc1ccc(NC(=O)N2CCCCN3[C@@H](CO)[C@H](c4ccc(C5=CCCCC5)cc4)[C@@H]3C2)cc1	78	1.2	32	-10
Cc1ccc(S(=O)(=O)NCC[C@H]2CC[C@H](NC(=O)NC(C)C)[C@@H](CO)O2)cc1	-27	0.6	3	2
COCC(=O)Nc1ccc2c(c1)OC[C@@H](C)N(Cc1cc(F)ccc1F)C[C@H](C)[C@H](OC)CN(C)C2=O	85	0.5	nt	10
CO[C@@H]1CN(C)C(=O)c2cc(NC(=O)Nc3cccc(F)c3)ccc2OC[C@@H](C)N(C(C)=O)C[C@@H]1C	14	-0.4	nt	6
CC(C)NC(=O)N(C)C[C@@H]1OCc2ccccc2-c2ccccc2C(=O)N([C@H](C)CO)C[C@@H]1C	-22	-2.0	nt	103
COC(=O)C[C@@H]1CC[C@H]2[C@H](COc3ccc(NC(=O)Nc4cccc(F)c4)cc3C(=O)N2C)O1	0	2.3	2	9
C[C@@H]1CN([C@@H](C)CO)C(=O)c2cc(NC(=O)CCC(F)(F)F)ccc2O[C@@H](C)CCCCO[C@@H]1CN(C)S(=O)(=O)c1ccc(F)cc1	2	0.3	1	nt
O=C(Nc1ccccc1)N1CCCCN2[C@@H](CO)[C@H](c3ccc(C#CC4CC4)cc3)[C@@H]2C1	108*	-1.1	22	-18
N#C[C@H]1[C@H](c2ccc(C3=CCCC3)cc2)[C@@H](CO)N1c1nc(-c2ccccc2)cs1	58	-4.7	17	-2
COc1ccc(NC(=O)N(C)C[C@H]2OCCCC[C@@H](C)Oc3ccc(NS(=O)(=O)c4ccccc4)cc3C(=O)N([C@@H](C)CO)C[C@H]2C)cc1	106	-1.0	1	-53

Sorted by the number under KDM4C inh (high to low): some entries from above
Molecule,KDM4C inh,Pf Dd2 inh
C[C@H](O)C#Cc1cnc2c(c1)C(=O)N([C@@H](C)CO)C[C@H](C)[C@H](CN(C)C(=O)Cc1ccncc1)O2,0.7,37
O=C(Nc1ccccc1)N1CCCCN2[C@@H](CO)[C@H](c3ccc(C#CC4CC4)cc3)[C@@H]2C1,-1.1,-18
O=C1CN(S(=O)(=O)Cc2ccccc2)C[C@@H]2[C@@H](c3ccc(C#Cc4cccc(F)c4)cc3)[C@H](CO)N12,-2.4,-70

(cont.)
SMILES	T cruzi growth	KDM4C inh	C diff HTS	Pf Dd2 inh
CC(C)NC(=O)N1[C@H](C#N)[C@@H](c2ccccc2-c2ccc(F)cc2)[C@@H]1CO	nt	-0.2	1	-38
CCC(=O)Nc1ccc2c(c1)OC[C@H](C)N(Cc1cncnc1)C[C@H](C)[C@@H](OC)CN(C)C2=O	nt	1.6	-3	34
O=C(Nc1cccc(F)c1)N1C[C@H]2[C@@H](c3ccccc31)[C@@H](CO)N2C(=O)c1cccnc1	17	-0.2	1	-8
COCC#Cc1ccc2c(c1)O[C@@H](CN(C)C(=O)C1CC1)[C@@H](C)CN([C@H](C)CO)S2(=O)=O	18	-0.7	nt	5
C[C@H](CO)N1C[C@H](C)[C@H](CN(C)C(=O)Nc2ccccc2)Oc2c(NS(=O)(=O)c3cn(C)cn3)cccc2C1=O	47	0.8	2	-5
CCC(=O)N[C@@H]1CC[C@H](CCNC(=O)Nc2ccc(F)cc2)O[C@@H]1CO	-25	0.3	2	-21
C[C@@H]1CN([C@@H](C)CO)C(=O)Cc2cc(NC(=O)CCCCCC(=O)Nc3ccccc3N)ccc2O[C@H]1CN(C)C(=O)Nc1ccc(C(F)(F)F)cc1	45	-0.3	-15	-49
CC(=O)N(C)C[C@H]1Oc2ncc(-c3ccc(C)cc3)cc2C(=O)N([C@@H](C)CO)C[C@H]1C	38	-0.7	10	23
O=C(NC[C@H]1[C@@H](c2ccccc2)[C@@H](CO)N1CC1CCCC1)c1ccccc1	67	0.1	31	-35
COc1ccc(C(=O)Nc2ccc3c(c2)OC[C@H](C)N(C)C[C@H](C)[C@H](OC)CN(C)C3=O)cc1	-39	0.5	-7	nt
CCC(=O)N1C[C@@H](C)[C@@H](OC)CN(C)C(=O)c2cc(NS(=O)(=O)CC)ccc2OC[C@@H]1C	-10	0.6	nt	0
O=C(N[C@@H]1CC[C@H](CCNC(=O)C2CCOCC2)O[C@H]1CO)c1ccccn1	2	0.8	0	18
O=C(Nc1ccc(Cl)cc1)N1C[C@@H]2[C@H](c3ccccc31)[C@H](CO)N2CC1CCCC1	42	2.3	19	-10
CCCNC(=O)N1CC2(CCN(Cc3cccc(F)c3)CC2)c2c([nH]c3cc(OC)ccc23)[C@@H]1CO	nt	-2.2	-2	-43
C[C@@H]1CN([C@@H](C)CO)C(=O)Cc2cc(NS(=O)(=O)c3ccccc3)ccc2O[C@@H]1CN(C)C(=O)Nc1cccc2ccccc12	25	0.4	-9	-23
C[C@H](CO)N1C[C@H](C)[C@@H](CN(C)C(=O)C2CCCCC2)Oc2cc(-c3ccncc3)ccc2S1(=O)=O	42	-1.9	1	-37
COC(=O)C[C@H]1CC[C@@H]2[C@H](COc3ccc(NS(=O)(=O)c4ccccc4F)cc3C(=O)N2C)O1	19	-2.3	-4	13
COCC#Cc1ccc([C@@H]2[C@H](CO)N3CCCCN(Cc4cncnc4)C[C@@H]23)cc1	?	1.2	-4	19
CO[C@H]1CN(C)C(=O)c2ccc(NS(C)(=O)=O)cc2OC[C@H](C)N(C(=O)C2CCCC2)C[C@@H]1C	-5	-0.4	nt	nt
C[C@@H](O)C#Cc1ccc([C@H]2[C@H](CO)N3CCCCN(CC4CCOCC4)C[C@@H]23)cc1	22	4.2	-3	-11
COc1ccc(S(=O)(=O)N(C)C[C@H]2Oc3c(NS(C)(=O)=O)cccc3C(=O)N([C@H](C)CO)C[C@@H]2C)cc1	-28	nt	-2	31
C[C@H]1CN([C@@H](C)CO)C(=O)Cc2cc(NC(=O)Nc3ccc(C(F)(F)F)cc3)ccc2O[C@H]1CN(C)Cc1ccccc1	19	-2.4	8	-16
COc1cccc(S(=O)(=O)N[C@H]2CC[C@H](CC(=O)NC3CCC3)O[C@@H]2CO)c1	36	-0.7	-1	11
COc1cccc(S(=O)(=O)N2CCCCN3[C@@H](CO)[C@H](c4ccc(-c5cncnc5)cc4)[C@@H]3C2)c1	59	0.4	-2	16
O=C(Cc1ccccc1)N1CC[C@@H]2[C@@H](CO)Nc3ccc(C#Cc4cccc(F)c4)cc3[C@@H]21	76	1.0	42	-6
CCC(=O)Nc1ccc2c(c1)OC[C@H](C)N(C(=O)Cc1cccnc1)C[C@@H](C)[C@H](OC)CN(C)C2=O	12	1.2	nt	21
N#C[C@@H]1N[C@@H](CO)[C@@H]1c1ccccc1	-23	-0.6	-22	19
COc1ccc(C#Cc2ccc3c(c2)[C@@H]2[C@@H](CCN2C(=O)c2ccccc2F)[C@H](CO)N3C)cc1	?	0.3	nt	-55
CS(=O)(=O)Nc1ccc2c(c1)[C@@H]1C[C@H](CC(=O)O)O[C@H](CO)[C@@H]1O2	nt	4.4	-4	-17
Cc1ccc(S(=O)(=O)N(C)C[C@@H]2Oc3ccc(NC(=O)Cc4cn(C)c5ccccc45)cc3C(=O)N([C@H](C)CO)C[C@H]2C)cc1	52	-4.0	-2	-75
N#C[C@@H]1[C@@H](c2ccc(C#Cc3cccnc3)cc2)[C@@H](CO)N1C(=O)NC1CCCCC1	72	-2.6	8	-5
C[C@H](CO)N1C[C@H](C)[C@@H](CN(C)C(=O)Cc2cccnc2)Oc2cc(C#Cc3ccccc3F)ccc2S1(=O)=O	nt	4.7	-4	-84*
C[C@@H](O)C#Cc1cnc2c(c1)C(=O)N([C@@H](C)CO)C[C@H](C)[C@H](CN(C)Cc1ccccn1)O2	0	1.0	1	36
N#C[C@@H]1[C@@H](c2ccc(C#Cc3ccccc3F)cc2)[C@H](CO)N1C(=O)c1cccnc1	69	-1.8	-1	-33
O=C(C[C@H]1CC[C@H](NC(=O)C2CCOCC2)[C@H](CO)O1)NCc1ccncc1	nt	2.2	-2	10
O=C(C[C@H]1CC[C@@H]2[C@H](COC[C@H](O)CN2S(=O)(=O)c2cccc(F)c2)O1)Nc1ccccc1	nt	1.7	10&5	14
CCS(=O)(=O)Nc1ccc2c(c1)C(=O)N(C)[C@H]1CC[C@@H](CC(=O)OC)O[C@@H]1CO2	11	-0.9	-3	0
C[C@@H]1CN([C@H](C)CO)C(=O)c2cc(C#CCN(C)C)cnc2O[C@@H]1CN(C)S(=O)(=O)c1cn(C)cn1	-73	1.7	0	26
CCS(=O)(=O)N1CCCCN2[C@H](C1)[C@@H](c1ccc(C#Cc3ccccc3OC)cc1)[C@@H]2CO	86	-3.9	-6	-82*
CN1CCN(C(=O)C[C@H]2C[C@H]3c4cc(NS(C)(=O)=O)ccc4O[C@H]3[C@@H](CO)O2)CC1	-55	-0.6	-5	12
C[C@H](CO)N1C[C@H](C)[C@@H](CN(C)S(=O)(=O)c2ccc(F)cc2)Oc2ccc(NS(=O)(=O)c3ccc(F)cc3)cc2CC1=O	12	-2.0	14	-36
COCC(=O)Nc1ccc2c(c1)C(=O)N(C)C[C@@H](OC)[C@H](C)CN(C(=O)c1ccccn1)[C@H](C)CO2	-33	0.2	nt	1
C[C@@H](NC(=O)C[C@@H]1C[C@@H]2c3cc(NC(=O)c4ccc5c(c4)OCO5)ccc3O[C@@H]2[C@H](CO)O1)c1ccccc1	67	0.0	1	-19
C[C@@H]1CCCCO[C@@H](CN(C)C(=O)C2CCCCC2)[C@H](C)CN([C@@H](C)CO)C(=O)c2cc(NC(=O)c3ccccc3)ccc2O1	14	0.6	-2	-20
COc1ccc(S(=O)(=O)N(C)C[C@H]2Oc3c(NS(=O)(=O)c4ccc(C)cc4)cccc3C(=O)N([C@H](C)CO)C[C@H]2C)cc1	nt	-0.2	-12	-10
COCC(=O)Nc1ccc2c(c1)C(=O)N(C)C[C@H](OC)[C@H](C)CN(CC1CCCCC1)[C@@H](C)CO2	-9	-0.6	-4	-9
COc1ccc(CN(C)C[C@@H]2Oc3ccc(NC(=O)Nc4ccc5c(c4)OCO5)cc3CC(=O)N([C@@H](C)CO)C[C@H]2C)cc1	56	2.2	-8	-77
O=C(C[C@H]1CC[C@H]2[C@@H](COC[C@H](O)CN2Cc2cccc(-c3ccncc3)c2)O1)N1CCCCC1	82	-1.0	nt	-17
CC(=O)N1[C@H](C(=O)NC2Cc3ccccc3C2)[C@@H](CO)[C@@H]2Cn3c(ccc(-c4ccncc4)c3=O)[C@@H]21	-6	-1.5	1	nt
O=C(C[C@@H]1CC[C@H]2[C@@H](COC[C@@H](O)CN2Cc2cccc(C(F)(F)F)c2)O1)NCc1ccncc1	75	-0.2	nt	2

Single records (already shown):
Profile of COc1ccc(S(=O)(=O)N(C)C[C@H]2Oc3c(NS(=O)(=O)c4ccc(C)cc4)cccc3C(=O)N([C@H](C)CO)C[C@H]2C)cc1 = T cruzi growth: nt; KDM4C inh: -0.2; C diff HTS: -12; Pf Dd2 inh: -10
Profile of O=C(C[C@@H]1CC[C@H]2[C@@H](COC[C@@H](O)CN2Cc2cccc(C(F)(F)F)c2)O1)NCc1ccncc1 = T cruzi growth: 75; KDM4C inh: -0.2; C diff HTS: nt; Pf Dd2 inh: 2
